# F508del corr – CFTR F508del correction in bronchial cells; CFBE cells, YFP halide quenching; stimulated with forskolin plus potentiator P3; % fluorescence drop versus neutral controls; activity (quench increase), % at 7.58 µM; AID 720511; actives 0.36% (n = 350,000);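 active = mean added fluorescence quench of at least 8% versus neutral control, with both replicates also reaching 8%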;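 also: cells transiently co-express mutant CFTR-F508del with the halide-sensitive YFP; corrector assay measuring rescue of mutant channel to the surface after 24 h compound exposure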
# PGC1a acetyl inh – PGC1a acetylation modulation, inhibitor mode; AID 651687; actives 0.17% (n = 350,000); inhibition, % at 15.6 µM; U2OS PGC1a acetylation, AlphaScreen anti-acetyl-lysine; with virally co-expressed GCN5 acetyltransferase;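 active = every replicate shows inhibition of at least 40%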;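 also: 0% = neutral control wells and 100% = positive control wells; some results beyond the cut were filed as inactive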
# PglD DTNB – inhibitors of Campylobacter jejuni PglD acetyltransferase | purified PglD enzyme, DTNB colorimetric CoA detection | inhibition, % at 12.5 µM | actives 0.098% (n = 360,000) | AID 602405; in the data active = inhibition above about 16%, passing the limit was not always enough; also: strong numbers were not always called active
# C2C12 statin – protects C2C12 myotubes from simvastatin toxicity | ATP luminescence, 48 h; scaled: DMSO 0, geranylgeraniol control 100 | rescue of ATP level, % at 7.49 µM | actives 0.78% (n = 330,000) | AID 602340;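 active = mean ATP rescue above about 67%, or every replicate alone reaching that limit, limit read from the data, passing the limit was not always enough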;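 also: myotubes were challenged with 10 µM simvastatin during compound exposure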
# GSIS activator – primary screen for activators of insulin secretion dependent on glucose, INS-1E cells, GLuc reporter luminescence | INS-1E GLuc reporter insulin secretion, 2-3 h | activation, % at 16.6 µM | actives 0.61% (n = 370,000);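 active = lowest replicate activation of at least 40%, so every replicate reaches that level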;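 also: 0% = median of neutral control wells and 100% = median of IBMX positive control wells; some compounds called inactive have numbers as strong as hits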
# FN deposition inh – fibronectin deposition inhibition; AID 743247; inhibition, % at 12.6 µM; AH1F fibroblasts, Alexa488-fibronectin deposition fluorescence, overnight; actives 0.086% (n = 350,000);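 active = mean inhibition across replicates of 30% or more, regardless of how many single replicates reach that level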;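 also: positive control wells lacked labelled fibronectin entirely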
#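 test system = AH1F fibroblasts assembling fluorescent fibronectin matrix | quantity = 10000 AH1F cells per well | buffer or medium = DMEM plus 2% serum, read in PBS | doses = single dose, pinned | incubation = 1 h cell attachment, overnight exposure to compound and label | detection = fluorescence at 485 nm excitation, 525 nm emission | read-out basis = inhibition from reduced deposited-fibronectin fluorescence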
# Cneo AK release – causes C. neoformans cell lysis | actives 0.2% (n = 360,000) | lysis activity, % at 15 µM | adenylate kinase release luminescence, 4 h; normalised: neutral wells 0, clomiphene wells 100;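 active = mean lysis activity across replicates of at least 80%, whatever share of replicates individually reach that level; inactive = mean lysis activity below 80%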
#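 Test system: log-phase Cryptococcus neoformans yeast cells. Input: 5 × 10^6 yeast cells/mL. Medium: fresh YPD growth medium. Doses: single dose. Incubation: static 4 h at 37 °C with compound, 1 h detection. Measured by: luminescent adenylate kinase detection reagent. Read-out: signal increase indicating cell lysis. Benchmarks: Clomiphene.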
# miR122 inh – blocks miR-122 activity in Huh7 sensor cells; Huh7 miR-122 Renilla luciferase sensor, 48 h; neutral wells = 0, positive control = 100; activation (reporter increase), % at 12.5 µM; actives 0.3% (n = 340,000); AID 602342;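 active = mean replicate activation score at least 90 and every replicate individually at or above 90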;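 also: higher luciferase means less miR-122 activity so hits act as miR-122 inhibitors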
# * = called active by the depositor; x = not tested or not shown; & = joins results of further samples; [ ] = remark or other dose.
SMILES,F508del corr,PGC1a acetyl inh,PglD DTNB,C2C12 statin,GSIS activator,FN deposition inh,Cneo AK release,miR122 inh
COCC(=O)N(C)C[C@@H]1Oc2cc(-c3ccccc3F)ccc2S(=O)(=O)N([C@@H](C)CO)C[C@@H]1C,0.8,-7,-11,2,6,-4,3,-17[16.7 µM]
CC(=O)N1CC[C@@H]2[C@@H](CO)N(C)c3ccc(-c4ccccc4)cc3[C@@H]21,0.6,-1,1,-2,-6,-9,5,10[16.7 µM]
O=C(c1cccc([N+](=O)[O-])c1)c1ccc2[nH]c(=O)[nH]c2c1,3.2,x,-4,1,-1,7,-2,x
O=C(Nc1sc2c(c1C(=O)N1CCOCC1)CCCCC2)c1cccnc1,-2.0,5,-8,1,2,4,-3,-3
O=C1c2cccc3cccc(c23)C(=O)N1Cc1ccccn1,4.3,8,-1,-2,12,5,-1,x
O=C(CCC(=O)Nc1ccc(F)cc1)N/N=C/c1ccc(Br)cc1,-3.0,0,4,5,8,7,7,6
C=CCNC(=O)Cc1ccc(S(=O)(=O)N2CCOCC2)s1,-5.4,-3,-2,8,31,-3,0,-4
O=C(C[C@H]1C=C[C@H](NC(=O)c2ccccc2)[C@H](CO)O1)Nc1ccc(-c2ccccc2)cc1,0.1,2,2,3,10,-2,-3,x
C[C@H](CO)N1C[C@H](C)[C@H](CN(C)Cc2ccc(Cl)c(Cl)c2)Oc2ccc(NC(=O)CCN3CCOCC3)cc2CC1=O,-1.0,8,-2,1,5,x,0,0[16.7 µM]
COc1cc(CN2CCC(C(=O)NC(c3ccc(F)cc3)c3ccc4ccccc4n3)CC2)cc(OC)c1 (stereo unspecified),4.5,-4,3,-37,-42,5,4,-12
CS(=O)(=O)N1CCCCN2[C@@H](CO)[C@H](c3ccc(-c4cccc(C#N)c4)cc3)[C@@H]2C1,-2.1,9,-5,4,-9,x,-1,-3[16.7 µM]
COc1cccc(Cn2cc(C)cc(NC(=O)NCc3ccccc3)c2=O)c1,-0.4,-28,-8,-12,1,4,-4,12
O=C(NCc1cccnc1)Nc1cc(Cl)cc(Cl)c1,-1.5,x,14,x,-43,2,-2,x
CC(=O)Nc1cc(C(=O)N2CCCC2)ccc1Sc1ccc(C)cc1,x,0,-8,x,x,x,2,-5
Cc1nn(C(=O)c2cccnc2)c(C)c1Sc1ccc(Br)cc1,x,9,-12,75*,x,x,-1,0
COc1ccc(NC(=O)N(C)C[C@@H]2Oc3ccc(NC(=O)CCN4CCOCC4)cc3C(=O)N([C@H](C)CO)C[C@@H]2C)cc1,-1.0,0,-10,1,0,-4,73,-9[16.7 µM]
Cc1cc(C)n(CC(=O)NNC(=O)COc2ccc(F)cc2Br)n1,2.5,1,4,33,6,-6,1,-2
CCCCN(C)S(=O)(=O)c1ccc(C(=O)Nc2nnc(-c3ccco3)o2)cc1,0.8,-8,6,-17,-5,2,-2,-8
CCOC(=O)c1ccc(NC(=O)C2(c3ccc(OC)cc3)CCCC2)cc1,x,-32,4,x,x,x,-2,2
CN(C(=O)c1cccc(NC(=O)C2CCN(C(=O)OC(C)(C)C)CC2)c1)C1CCC1,3.1,x,0,-1,-14,-13,2,14
C=CCN1C(=O)c2ccc(C(=O)N3CCN(S(=O)(=O)c4cc(C)ccc4C)CC3)cc2C1=O,7.1,11,1,2,-3,-5,-1,-9
CCCn1c(=O)c2ccccc2n2c(SCCOc3ccccc3F)nnc12,x,8,2,9,x,-7,0,9
Cc1ccc(S(=O)(=O)N2CCN(C(=O)CSc3nc4ccccc4c(=O)[nH]3)CC2)cc1,x,5,4,-13,x,-2,-2,2
C=CCNc1n[nH]c(=S)s1,-1.8,5,0,0,2,-2,-1,-2
CCOC(=O)C1=C(COC(=O)COc2ccccc2C(C)C)NC(=O)NC1C (stereo unspecified),-1.8,x,1,3,-43,-7,-8,-1
Nn1c(-c2ccccc2)nc2cc(Cl)ccc2c1=O,-0.4,-34,6,5,6,3,1,8
CC(C)C(=O)n1nc(-c2cccnc2)nc1NCc1ccc(F)cc1,0.3,x,0,-4,-6,-5,0,6
Cc1ccc(S(=O)(=O)NCc2ccccc2C)cc1,1.4,-3,-2,6,-1,-2,0,35
O=C(NC1CCCC1)N1CCCCN2[C@H](CO)[C@@H](c3ccc(-c4cncnc4)cc3)[C@H]2C1,1.6,2,3,x,5,x,106*,45[16.7 µM]
CN1[C@@H]2Cn3c(ccc(-c4ccccc4)c3=O)[C@H]1[C@@H](C(=O)NCCCN1CCOCC1)[C@@H]2CO,-1.0,x,0,-4,0,x,36,0[16.7 µM]
CCC1(c2ccccc2)NC(=O)N(CC(=O)Nc2cc(S(=O)(=O)N3CCCCC3)ccc2OC(C)C)C1=O (stereo unspecified),2.6,-4,7,6,-11,-6,3,11
O=C(c1cc(N2CCCCC2)nc2ccccc12)N1CCOCC1,x,8,1,1,22,x,-3,2
O=C(NC(=S)Nc1ccccc1Cl)c1cncc(Br)c1,-1.5,17,12,-1,2,-1,3,9
COc1ccc(/C=N\N=C2/SC(CC(=O)O)C(=O)N2c2ccc(O)cc2)cc1 (stereo unspecified),x,7,2,-1,x,-3,0,-2
Cc1cccc(N=[N+]([O-])c2cccc(C)n2)n1,-0.8,13,-3,7,x,2,-2,10
Cc1ccc([N+](=O)[O-])cc1-c1ccc(/C=N/NC(=O)CN2CCOCC2)o1,-0.4,-8,x,x,-2,7,x,x
COC(=O)C[C@@H]1CC[C@@H]2[C@H](COC[C@H](O)CN2S(=O)(=O)c2ccccc2C)O1,-1.8,2,0,11,15,-7,8,-3[16.7 µM]
Cc1occc1C(=O)Nc1sc2c(c1C(N)=O)CCC(C(C)(C)C)C2 (stereo unspecified),x,2,4,-11,1,1,0,3
O=C(C[C@H]1CC[C@@H]2[C@H](COC[C@@H](O)CN2S(=O)(=O)c2ccc(Oc3ccccc3)cc2)O1)Nc1ccccc1,0.9,-7,1,-1,-16,17,0,2[16.7 µM]
Cc1ccc(C(=O)Nc2ccc3c(c2)OCO3)cc1S(=O)(=O)N1CCOCC1,0.9,2,-7,x,-14,4,-4,x
COc1ccc(-n2ccc(=O)c(C(=O)O)n2)cc1,0.8,x,-1,-6,32,2,1,-3
O=C(O)c1cc(S(=O)(=O)Nc2cccc3ccccc23)c(Cl)cc1Cl,0.9,2,-6,75*,1,0,3,0
COc1ccc(S(=O)(=O)N2CCN(C3CCN(Cc4ccccc4)CC3)CC2)cc1,x,-1,-1,-7,x,x,5,0
CO[C@@H](CN(C)S(=O)(=O)c1ccc(Cl)cc1)[C@@H](C)CN(Cc1ccccc1Cl)[C@H](C)CO,-3.1,-26,2,-14,-25,6,-10,x
COC(=O)NN=C1CCC(c2ccccc2)CC1 (stereo unspecified),1.5,-3,2,23,9,1,11,7

# 13 compounds out of the list, arranged by count of non-hydrogen atoms, descending:
SMILES,F508del corr,PGC1a acetyl inh,PglD DTNB,C2C12 statin,GSIS activator,FN deposition inh,Cneo AK release,miR122 inh
O=C(C[C@H]1CC[C@@H]2[C@H](COC[C@@H](O)CN2S(=O)(=O)c2ccc(Oc3ccccc3)cc2)O1)Nc1ccccc1,0.9,-7,1,-1,-16,17,0,2[16.7 µM]
CCC1(c2ccccc2)NC(=O)N(CC(=O)Nc2cc(S(=O)(=O)N3CCCCC3)ccc2OC(C)C)C1=O (stereo unspecified),2.6,-4,7,6,-11,-6,3,11
CN1[C@@H]2Cn3c(ccc(-c4ccccc4)c3=O)[C@H]1[C@@H](C(=O)NCCCN1CCOCC1)[C@@H]2CO,-1.0,x,0,-4,0,x,36,0[16.7 µM]
O=C(NC1CCCC1)N1CCCCN2[C@H](CO)[C@@H](c3ccc(-c4cncnc4)cc3)[C@H]2C1,1.6,2,3,x,5,x,106*,45[16.7 µM]
COc1ccc(S(=O)(=O)N2CCN(C3CCN(Cc4ccccc4)CC3)CC2)cc1,x,-1,-1,-7,x,x,5,0
COc1ccc(/C=N\N=C2/SC(CC(=O)O)C(=O)N2c2ccc(O)cc2)cc1 (stereo unspecified),x,7,2,-1,x,-3,0,-2
Cc1ccc([N+](=O)[O-])cc1-c1ccc(/C=N/NC(=O)CN2CCOCC2)o1,-0.4,-8,x,x,-2,7,x,x
Cc1occc1C(=O)Nc1sc2c(c1C(N)=O)CCC(C(C)(C)C)C2 (stereo unspecified),x,2,4,-11,1,1,0,3
O=C(c1cc(N2CCCCC2)nc2ccccc12)N1CCOCC1,x,8,1,1,22,x,-3,2
O=C(NC(=S)Nc1ccccc1Cl)c1cncc(Br)c1,-1.5,17,12,-1,2,-1,3,9
Cc1ccc(S(=O)(=O)NCc2ccccc2C)cc1,1.4,-3,-2,6,-1,-2,0,35
COc1ccc(-n2ccc(=O)c(C(=O)O)n2)cc1,0.8,x,-1,-6,32,2,1,-3
Cc1cccc(N=[N+]([O-])c2cccc(C)n2)n1,-0.8,13,-3,7,x,2,-2,10

# Going on with the list.
SMILES,F508del corr,PGC1a acetyl inh,PglD DTNB,C2C12 statin,GSIS activator,FN deposition inh,Cneo AK release,miR122 inh
Cn1c(CCc2nc3ccccc3[nH]2)nnc1SCC#N,-0.3,5,4,4,3,-2,1,-2
CCCn1nc(C(=O)Nc2cccc(C(=O)OC)c2)c2ccccc2c1=O,x,-16,2,0,x,-5,-1,1
CC(C)CC1NC(=O)N(CC(=O)Nc2cc([N+](=O)[O-])ccc2F)C1=O (stereo unspecified),1.8,2,0,0,x,-2,-1,0
Cc1cccc(-n2nnc(C(=O)N3CCc4ccccc4C3)c2N)c1,x,x,2,x,x,-2,-2,2
CCCOC(=O)c1cc(-c2ccc(/C=C3/C(=O)N(C)C(=O)C(C#N)=C3C)o2)ccc1Cl,x,6,1,6,x,x,-2,-3
O=C(Nc1ccccc1)c1cc([N+](=O)[O-])ccc1N1CCCCC1,1.2,13,-6,-1,17,x,-1,-1
COc1cccc(/C=C/C(=O)NNC(=O)c2ccccc2)c1OC,-1.1,13,x,x,-15,5,x,0
C[C@@H]1CN([C@@H](C)CO)S(=O)(=O)c2ccc(Br)cc2O[C@@H]1CN(C)C(=O)CC1CC1,-1.6,1,3,x,2,6,-3,3[16.7 µM]
CC(=O)C1=C(C)Nc2ncnn2C1c1ccc(F)cc1 (stereo unspecified),0.1,x,-8,12,x,5,1,2
C[C@H]1CN([C@@H](C)CO)C(=O)c2cccc(N(C)C)c2O[C@H]1CN(C)S(=O)(=O)c1cn(C)cn1,-1.1,13,x,-15,0,-8,x,-8[16.7 µM]
COCC(=O)N(C)C[C@H]1Oc2ncc(C#C[C@H](C)O)cc2C(=O)N([C@@H](C)CO)C[C@H]1C,-1.1&0.3&-0.6,0&2&10,-4&-1&2,-3&15&2,0&24,-9&-2,-2&43&0,1
Cc1ccc(C2C3=C(CCCC3=O)Nc3nc(SCC(=O)NCc4ccco4)[nH]c(=O)c32)cc1 (stereo unspecified),x,7,2,3,x,-5,-1,0
CC(C(=O)NCc1ccccc1Cl)N1C(=O)c2ccccc2C1=O (stereo unspecified),1.5,x,x,-15,3,-3,0,-2

# Sorted by the number under miR122 inh (descending): three from the list above
canonical_smiles | miR122 inh
Cc1ccc(C2C3=C(CCCC3=O)Nc3nc(SCC(=O)NCc4ccco4)[nH]c(=O)c32)cc1 (stereo unspecified) | 0
Cn1c(CCc2nc3ccccc3[nH]2)nnc1SCC#N | -2
CCCOC(=O)c1cc(-c2ccc(/C=C3/C(=O)N(C)C(=O)C(C#N)=C3C)o2)ccc1Cl | -3
